ELG1 repair inh – ELG1-dependent DNA repair inhibition; AID 504467; Potency, µM (top dose mostly 46.1 µM), inactives show top-dose activity change, negative = inhibition, usual class: inhibitors; 2.3% of 330,000 active; HEK293T ELG1-luciferase reporter, luminescence, 16 h; DNA damage induced by 5-fluorouridine; also: potency is read from the fitted curve at half-maximal effect; % is scaled to controls: 0 for no effect and ±100 for the full control effect; nearly all actives have a fitted effect of over 55% in size
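Cells (2,000 per well) received 5-fluorouridine plus test compound or DMSO and were incubated 16 hr at 37 °C, 5% CO2. Luciferase activity was read by luminescence 30 min after ONE-Glo addition; signal suppression marked inhibition of damage-induced ELG1 function.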
Tb PFK inh – inhibitors of T. brucei phosphofructokinase; O15648; T. brucei PFK, ADP-Glo luminescence; Potency, µM (highest dose often 57.5 µM), for the others: top-dose activity, negative = inhibition, actives largely listed as inhibitors; 0.17% of 330,000 active;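 also: potency is read from the fitted curve at half-maximal effect; 0% = uninhibited 1x PFK enzyme wells and -100% = no-enzyme wells; nearly all actives have a fitted effect of over 60% in size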
Target sequence (O15648 whole entry, looked up): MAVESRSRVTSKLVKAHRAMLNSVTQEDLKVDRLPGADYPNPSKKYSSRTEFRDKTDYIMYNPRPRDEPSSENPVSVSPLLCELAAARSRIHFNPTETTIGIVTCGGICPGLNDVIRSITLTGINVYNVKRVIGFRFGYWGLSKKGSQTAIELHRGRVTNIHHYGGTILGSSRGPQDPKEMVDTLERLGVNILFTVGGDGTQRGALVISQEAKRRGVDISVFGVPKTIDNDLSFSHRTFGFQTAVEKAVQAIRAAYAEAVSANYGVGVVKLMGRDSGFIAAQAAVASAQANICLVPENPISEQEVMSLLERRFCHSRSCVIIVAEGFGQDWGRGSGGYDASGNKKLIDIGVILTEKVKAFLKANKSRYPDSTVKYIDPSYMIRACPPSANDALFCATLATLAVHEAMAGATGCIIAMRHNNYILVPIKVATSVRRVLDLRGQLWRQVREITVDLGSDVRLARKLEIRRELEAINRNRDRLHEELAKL
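In TEA buffer at pH 8.0 with 5 mM MgCl2, enzyme (1.25 nM) converted F6P (0.5 mM) and ATP (0.1 mM) for 45 min at room temperature. ADP product was read by luciferase luminescence.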
BCR signal inh – blocks chronic active B-cell receptor signaling; ABC-DLBCL IkBa-CBG/CBR reporter, luminescence ratio, 4 h; 0.05% of 340,000 active; Potency, µM (doses to about 46.1 µM), for the others: at the highest dose ratio change, negative = lower green/red ratio, hits mostly inhibitors; active = well fitted inhibition curve with a large enough effect in the signal ratio, with a control signal flat, not every such curve was filed as active; inconclusive = small, poorly fitted or top-dose-only effect, or effect the other way, or a change in a side signal; the % refers to the signal ratio;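 also: potency is read from the fitted curve at half-maximal effect; plate controls were basal doxycycline-induced cells for no effect and cells given 10 µM MG132 for full effect; MG132 reads +100%, hits lower the ratio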
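TMD8 ABC-DLBCL cells carrying doxycycline-inducible green luciferase fused to IkappaBalpha plus unfused red luciferase were exposed to compounds (up to 46 uM) for 4 hrs at 37C. Activity came from the overlap-corrected green/red luminescence ratio.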
PTAP TSG101 blk – blocks PTAP/TSG101 interaction to inhibit HIV-1 budding; Q99816; Fluorescence polarization, FITC-PTAP peptide / Tsg101 binding; Potency, µM (highest dose often 115 µM), for inactives: top-dose activity change, negative = inhibition, usual class: inhibitors; 340,000 tested, under 10 active; AID 493005; active = well fitted inhibition curve with a large enough effect in the main read-out, with a control signal flat, not every such curve was filed as active; inconclusive = small, poorly fitted or top-dose-only effect, or effect the other way, or a change in a side signal; inactive = no such curve, though single readings can be large or run the other way; also: potency is read from the fitted curve at half-maximal effect; % of control where 0% means no effect
Target sequence (Q99816 whole entry, looked up): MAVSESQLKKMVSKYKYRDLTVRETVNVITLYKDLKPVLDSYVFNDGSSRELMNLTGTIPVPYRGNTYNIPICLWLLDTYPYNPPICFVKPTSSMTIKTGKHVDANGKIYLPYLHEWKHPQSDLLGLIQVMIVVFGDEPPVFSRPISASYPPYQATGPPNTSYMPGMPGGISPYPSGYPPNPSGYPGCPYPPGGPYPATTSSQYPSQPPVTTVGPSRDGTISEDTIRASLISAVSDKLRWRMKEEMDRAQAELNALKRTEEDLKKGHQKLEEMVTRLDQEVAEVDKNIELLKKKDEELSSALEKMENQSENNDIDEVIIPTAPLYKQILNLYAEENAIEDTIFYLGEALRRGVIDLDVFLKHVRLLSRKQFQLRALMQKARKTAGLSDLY
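Steps: Tsg101 binding domain dispensed (10 uM final), compounds pinned in DMSO, FITC-labeled PTAP-motif peptide added (50 nM final); after 20 min binding at room temperature, polarization measured.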
uPA surface inh – inhibitors of cell surface uPA generation. cell surface uPA generation assay, qHTS. Potency, µM (top dose mostly 38.3 µM), for inactives: top-dose activity change, negative = inhibition, most hits filed as inhibitors. 0.31% of 330,000 active; active = well fitted inhibition curve with a large enough effect; inconclusive = small, poorly fitted or top-dose-only effect; inactive = no such curve, though single readings can be large or run the other way; tested in mouse RAW 264.7 cells; also: potency is read from the fitted curve at half-maximal effect; % is scaled to controls: 0 for no effect and ±100 for the full control effect; nearly all actives have a fitted effect of over 55% in size
TCR activator – T cell receptor activation; primary human leukocytes, anti-CD3, IL-2 HTRF, 48 h; Potency, µM (highest dose often 9.22 µM), without a hit: at the highest dose activation of IL-2 secretion, usual class: activators; 330,000 tested, under 10 active; AID 504894; also: % of control where 0% means no effect
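TCR engagement came from a-CD3 beads alone, with compounds added to primary human leukocytes for 48 hr. Secreted IL-2 bridged europium cryptate- and d2-labelled anti-IL-2 antibodies, giving FRET emission at 665nm after 320nm excitation.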
B2AR arrestin – agonists driving beta-arrestin recruitment to human beta2-adrenergic receptor; P07550; beta-arrestin recruitment to beta2AR, cell-based reporter; Potency, µM (highest dose often 46.1 µM), for inactives: top-dose activation, most hits filed as activators; 0.02% of 330,000 active; AID 492947;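 also: potency is read from the fitted curve at half-maximal effect; 0% = DMSO controls and full agonism = EC100 isoproterenol or metaproterenol; nearly all actives have a fitted effect of over 65% in size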
Mito fusion act – mitochondrial division inhibition or fusion activation. S. cerevisiae fusion-defective mutant growth rescue, CellTiterGlo 48 h. 0.23% of 320,000 active. Potency, µM (doses to about 46.1 µM), for inactives: at the top dose growth rescue (activation), actives largely listed as activators;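 also: potency is read from the fitted curve at half-maximal effect; % of control where 0% means no effect; nearly all actives have a fitted effect of over 45% in size; temperature-sensitive fusion mutants such as fzo1-1 at 37 °C on non-fermentable ethanol glycerol medium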
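Yeast fusion mutant, YPEG (non-fermentable carbon), compound, 48 h at 37C non-permissive; CellTiterGlo added, 10 min RT, luminescence read. Rescued growth = division inhibition.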
USP2a block – inhibitors of human ubiquitin-specific protease USP2a. USP2 core, Ub-CHOP2 coupled fluorogenic reporter, 485/531. 0.01% of 330,000 active. Potency, µM (titrated, usually from 38.3 µM), without a hit: top-dose activity change, negative = inhibition, actives largely listed as inhibitors;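 also: potency is read from the fitted curve at half-maximal effect; plate controls were DMSO wells for no effect and full inhibition by NEM control for full effect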
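Cell-free coupled assay: 10nM USP2 core preincubated 30min RT with compound in Tris-HCl pH 8.0/CaCl2/CHAPS buffer, then 25nM Ub-CHOP2 and 25nM reporter substrate; fluorescence (Ex 485/Em 531) read after 60min RT, normalized to NEM inhibition, concentration-response curves fitted.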
TSHR antagonist – human thyrotropin receptor antagonism; P16473; TSHR-expressing cells, TSH-stimulated cAMP HTRF, 2 h; hits give low values; activity change, negative = inhibition, % at 11.5 µM; 0.2% of 330,000 active; AID 504810;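 active = activity change below a set negative limit, meaning inhibition stronger than a set level, cut at about -70% in these data; inconclusive = activity change between two set negative limits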; also: % is scaled to controls: 0 for no effect and ±100 for the full control effect
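TSHR-expressing cells, 200/well, pre-treated with compound, then stimulated with EC80 TSH (4nM final) for 2 hours at 37 deg C. cAMP measured by competitive HTRF: anti-cAMP cryptate antibody in lysis buffer plus cAMP-d2, read after 30 minutes at room temperature.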
Eya2 inh – blocks the phosphatase activity of human Eya2; O00167; recombinant Eya2, OMFP fluorescence dephosphorylation (OMFP is methylfluorescein phosphate); Potency, µM (highest dose often 76.9 µM), for the others: at the top dose activity, negative = inhibition, hits mostly inhibitors; 0.006% of 330,000 active; AID 488837; also: potency is read from the fitted curve at half-maximal effect; % is scaled to controls: 0 for no effect and ±100 for the full control effect
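Eya2 (0.2 uM) preincubated 10 min at ambient with compound, then OMFP substrate added at 50 uM; 10 min reaction in 50 mM HEPES pH 7.5, 50 mM NaCl, 5 uM MgCl2, 0.05% BSA, 1 mM DTT. Fluorescence read at Ex 485/Em 525 nm.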
The depositor's hits bear a star; ? = inconclusive; . = not tested or not shown; [ ] = dose if it differs, or a comment. Unless noted, calls follow the shape of the dose curve; as a rule, active = well fitted curve in the direction sought with a large enough effect; inconclusive = small, poorly fitted or top-dose-only effect, or another doubt; inactive = no such curve, though single readings can be large; an effect the other way counts as inactive or inconclusive.

structure	ELG1 repair inh	Tb PFK inh	BCR signal inh	PTAP TSG101 blk	uPA surface inh	TCR activator	B2AR arrestin	Mito fusion act	USP2a block	TSHR antagonist	Eya2 inh
Cn1c(C2=C(O)CN(Cc3ccccc3)C2=N)[n+](C)c2ccccc21	5%	2%	12%	0%	-7%	.	0.1%	-5%	-9%	-1	9%
Nc1ccc2oc(-c3ccccn3)nc2c1	?	-5%	?	-6%	-2%	-3%[46.1 µM]	0.1%	-4%	0%	-1	-12%
CS(=O)(=O)c1ccc2nc(NC(=O)Nc3cccc(Cl)c3)sc2c1	?	-17%	?	-4%	2%	2%	0.2%	6%	-4%	-31	-15%
C=CCn1c(=O)c(C(=O)NCc2ccccc2Cl)c(O)c2ccccc21	-8%	1%	13%	-4%	25%	5%	-0.3%	2%	-1%	0	13%
Cc1c(Cc2ccccc2)c(=O)oc2cc(OCC(=O)NCc3ccccn3)ccc12	?	-1%	-7%	-1%	-3%	4%	0.1%	13%	-5%	5	-1%
Cc1cc(-c2ccc(/C=N/n3cnnc3)o2)ccc1Cl	-1%	-2%	?	10%	-16%	2%[46.1 µM]	-0.3%	-6%	14%	-8	4%
CC1(C)CC(=O)C(C=NCCN2CCN(C3CC(=O)N(c4ccc(Br)cc4)C3=O)CC2)=C(O)C1 (stereo unspecified)	11%	-5%	-2%	0%	-6%	-2%	-0.2%	-2%	2%	8	-3%
Cc1cc(S(=O)(=O)N2CCCc3ccccc32)ccc1-n1cnnn1	2%	1%	-4%	0%	-1%	-4%	-0.2%	-1%	-1%	-2	-12%
O=C(Nc1ccc(-c2nc3cccnc3s2)cc1)c1ccc(Br)o1	?	-2%	?	1%	-19%	-1%	0.1%	5%	1%	-6	10%
CCOC(=O)c1ccc(S(=O)(=O)N2CCN(CCc3ccncc3)CC2)cc1	-29%	0%	-1%	-4%	?	5%	-0.1%	.	6%	.	9%
CC(C)Oc1ccc(C(=O)NC2CCS(=O)(=O)C2)cc1 (stereo unspecified)	?	2%	0%	-3%	6%	-4%	-0.7%	2%	2%	8	4%
CC(NC(=O)COC(=O)CNS(=O)(=O)/C=C/c1ccccc1)c1ccccc1 (stereo unspecified)	13%	-3%	1%	-10%	-28%	.	0.1%	2%	2%	-4	-23%
C=CCn1c(CC(=O)OC)csc1=Nc1ccc(C(C)=O)cc1	?	-1%	?	0%	-2%	2%	-0.2%	9%	-2%	-16	-11%
N#CCCCSc1nnc(-c2ccc(Cl)cc2)n1-c1ccccc1	-5%	-1%	?	-5%	-4%	4%	0.5%	-4%	-1%	-9	-1%
O=C(NC(=S)NCc1nc2ccccc2[nH]1)c1ccccc1F	?	-4%	6%	-4%	.	-1%	-0.1%	0%	7%	-1	9%
COc1cccc(OC)c1C(=O)NC(=S)Nc1ccc2c(c1)OCCO2	?	1%	-2%	1%	1%	-8%	-0.2%	6%	0%	-1	-1%
COc1ccccc1N1CCN(C(=O)CN(Cc2ccccc2)S(C)(=O)=O)CC1	?	-6%	-1%	-19%	.	-2%	0.1%	5%	1%	-6	-4%
C=CCN=C(CC)C1=C(O)CCCC1=O	?	3%	1%	-5%	4%	-10%	0.2%	8%	-2%	-17	17%
C=CCN1CN(Cc2ccco2)CNC1=S	12%	6%	2%	-5%	6%	-3%[46.1 µM]	-0.5%	-6%	4%	2	13%
Cc1cccnc1NC(=O)c1ccc(S(=O)(=O)N2CCCCC2)cc1	3%	1%	?	-3%	3%	4%	0.1%	-1%	0%	2	1%
Cc1ccc(C(=O)OCc2nc3ccsc3c(=O)[nH]2)o1	?	0%	?	1%	-6%	-4%	-0.2%	7%	1%	12	27%
COc1cccc(C(=O)n2c(SC)nc3cc4c(cc32)OCCO4)c1	?	0%	?	-3%	.	-4%	0.4%	4%	2%	-5	3%
CCN(C(=O)COC(=O)c1oc2ccc(OC)cc2c1C)C1CCCCC1	-11%	-7%	13%	0%	-13%	-3%	0.1%	20%	-2%	-9	-16%
O=C(C1c2ccccc2C(=O)N2CCc3ccccc3C12)N1CCN(Cc2ccccc2)CC1 (stereo unspecified)	1%	-1%	0%	0%	1%	1%	-0.1%	0%	0%	7	17%
O=C(NCc1cccs1)c1ccc(Cl)s1	22%	-8%	10%	-3%	.	-2%	0.0%	0%	-1%	6	-21%
CCC(C(=O)NCCc1c[nH]c2ccc(C)cc12)c1ccccc1 (stereo unspecified)	-14%	-3%	2%	0%	6%	9%	-0.3%	?	2%	-10	-2%
O=C(CNC(=S)N(CCCN1CCOCC1)Cc1cccs1)N1CCOCC1	20%	-2%	-2%	-4%	-2%	3%	-0.8%	-3%	5%	12	-1%
c1csc(-c2nnc(N3CCCCCC3)c3ccccc23)c1	?	3%	?	-1%	-6%	10%[46.1 µM]	-0.5%	19%	2%	-4	0%
O=C(CNC(=O)[C@@H]1Cc2ccccc2CN1)Nc1ccc2c(c1)OCCO2	?	0%	?	-2%	0%	0%	0.4%	-8%	1%	8	-8%
C=CCNc1nc(NC(C)(C)CO)nc(OC)n1	8%	0%	-2%	0%	-7%	-1%[46.1 µM]	-0.5%	-2%	-7%	10	-6%
Cc1cccc(C)c1NC1=NC(C)(C)N=C(N)N1	19%	0%	?	-4%	5%	0%	-0.9%	-5%	2%	1	-1%
CCOC(=O)CSc1cc(CS(=O)c2ccc(Cl)cc2)nc(-c2ccccc2)n1 (stereo unspecified)	-10%	3%	-5%	0%	15%	-12%	-0.2%	-1%	-15%	3	-20%
CCCCNC(=O)OC(C)CNC(=O)OC (stereo unspecified)	17%	-8%	9%	0%	-5%	0%	-0.5%	-1%	1%	6	13%
CC(C)NC(=O)Nc1cccc2c1O[C@H](CN(C)S(=O)(=O)c1cccs1)[C@@H](C)CN([C@H](C)CO)C2=O	-10%	6%	5%	-5%	15%	3%	-0.6%	.	1%	-10	-3%
O=C(CN(c1ccc(F)cc1)S(=O)(=O)c1ccccc1)NC1CC2CCC1C2 (stereo unspecified)	0%	-6%	-5%	-4%	5%	0%	4.4%	0%	2%	13	-6%
COc1ccc(CCN2CCCC(CN(C)Cc3cc(OC)c(OC)c(OC)c3)C2)cc1 (stereo unspecified)	-16%	0%	-5%	-7%	-4%	.	-0.8%	-2%	0%	7	3%
O=C(O)c1ccc(Sc2nnc3ccccn23)c([N+](=O)[O-])c1	-14%	-18%	-6%	-17%	0%	2%	-1.3%	-4%	0%	-2	-1%
O=C(NCCCN1CCCC1=O)c1cn(-c2ccccc2)nc1-c1ccccc1	1%	-8%	?	0%	-1%	.	-0.1%	-2%	-1%	0	-10%
c1ccc(CN2CCC(N3CCC(N4CCCCCC4)CC3)CC2)cc1	.	1%	-2%	1%	28%	.	0.1%	-1%	1%	3	0%
CC1CCCN(C(=O)C2CCN(Cc3ccc4c(c3)OCO4)CC2)C1 (stereo unspecified)	2%	0%	8%	1%	-2%	1%	0.0%	6%	-1%	8	-5%
COc1ccc2[nH]c(C(=O)N3CCN(c4ccccc4F)CC3)c(C)c2c1	?	-24%	0%	-2%	0%	-15%	-0.6%	-52%[inhibitor]	-14%	15	4%
CCOCC(=O)Nc1cc([N+](=O)[O-])ccc1C	12%	-2%	-2%	1%	-12%	5%[46.1 µM]	-0.6%	-4%	1%	3	-12%
COC(=O)c1ccc(/C=N\NC(=O)c2c(C)nc3ccc(Cl)cn23)cc1	?	5%	10%	-5%	14%	-1%	0.1%	5%	0%	8	-6%
Cc1cc(Cl)c(S(N)(=O)=O)cc1OCC(N)=O	10%	-1%	-8%	-6%	0%	-1%	0.5%	6%	1%	-2	16%
COc1cc(NC(=O)COC(=O)CNC(=O)c2ccc(Cl)cc2)c(C)cc1[N+](=O)[O-]	-11%	1%	?	-2%	-2%	-1%[46.1 µM]	0.2%	1%	-2%	7	4%
CC(=O)N1CCN(S(=O)(=O)c2cccc(C(=O)Nc3ccc4c(c3)CCC4)c2)CC1	-23%	-8%	-4%	-23%	-11%	-1%[46.1 µM]	2.9%	-2%	-1%	26	-3%
Cc1cc(C)c2oc(C(=O)Nc3ccc(S(=O)(=O)N4CCCC(C)C4)cc3)cc(=O)c2c1 (stereo unspecified)	?	9%	7%	-6%	-2%	-2%[46.1 µM]	-0.1%	0%	-2%	-14	11%

Screening results (PubChem)
